Growth percent in the NCI-60 one-dose screen (48 h, 10 µM unless noted): 100 = growth as untreated, 0 = no growth, -100 = all killed.
CCRF-CEM = CCRF-CEM leukemia | hit rate 7% among 77,000 | AID 1794778
HOP-92 = HOP-92 NSCLC cells; hit rate 6.3% among 71,000; AID 1794738
EKVX = EKVX NSCLC | hit rate 3% among 71,000
RPMI-8226 = RPMI-8226 leukemia cells; hit rate 7.5% among 77,000
A549/ATCC = A549/ATCC NSCLC. hit rate 3.7% among 81,000
HOP-62 = HOP-62 NSCLC. hit rate 3.9% among 80,000. AID 1794735
M14 = M14 melanoma | hit rate 6.2% among 80,000
MDA-MB-435 = MDA-MB-435 melanoma; hit rate 7.8% among 82,000; AID 1794794
* marks the source's active call; other numbers are inactive results; x = not tested or not shown. The calls were made as follows: active = growth percent below 10; inactive = the rest.

1) O=C1/C(=C/c2cccc(OCc3ccccc3)c2)Oc2cc(O)ccc21
2) c1ccc(CNc2nc3ccccc3n3c2nc2ccccc23)cc1
3) O=C(CCCn1c2c(sc3ncccc32)c(=O)n2nnc(-c3ccccc3)c12)NCCc1cnc[nH]1
4) CN(C)CCOc1nc2c3cccnc3cc(-c3cccc(Cl)c3)c2c2ncccc12
5) COC(=O)[C@]12CCC(C)(C)C[C@H]1C1=CC[C@@H]3[C@@]4(C)C/C(=C\c5cccnc5)C(=O)NC(C)(C)[C@@H]4CC[C@@]3(C)[C@]1(C)CC2
6) C=CC(=O)NCCNc1nccc(Nc2ccc(S(=O)(=O)Nc3ccccn3)cc2)n1
7) COc1cc(/C=N/NC(=O)c2cnn(CC(O)c3ccccc3)c2N)ccc1OCc1ccccc1 (stereo not drawn)
8) CN(C)C(=O)C1=NC(Cc2c[nH]c3ccccc23)C(=O)N(c2ccc(Cl)cc2)N1 (stereo not drawn)

assay / entry	1	2	3	4	5	6	7	8
CCRF-CEM	101.5	94.0	30.8	6.8*	86.4	82.9	72.2	98.4
HOP-92	98.9	85.8	84.9	42.7	79.6	112.7	132.0	111.1
EKVX	96.5	91.2	113.0	34.3	85.4	98.8	112.3	96.6
RPMI-8226	91.1	x	48.4	-21.6*	35.5	90.5	77.1	105.7
A549/ATCC	101.7	96.7	67.1	22.0	96.7	95.9	93.4	103.6
HOP-62	97.9	101.1	110.8	44.4	97.0	95.3	107.4	100.6
M14	93.4	105.3	38.5	-82.1*	90.5	88.6	81.9	x
MDA-MB-435	96.1	112.1	33.2	-59.6*	91.0	99.2	113.2	103.9

9) CN(C)c1ccc(/C=N/n2c(-c3cc(F)c(Cl)cc3Cl)n[nH]c2=S)cc1
10) CCCCN1C(=O)c2c(/C=C/C(=O)OC)ccc3c(OC)cc(/C=C/C(=O)OC)c(c23)C1=O
11) O=S(=O)(/N=c1\c2ccccc2cnn1C1=NCCN1S(=O)(=O)c1ccccc1)c1ccccc1
12) CCN(CC)CCNCc1ccc(Cl)cc1
13) Cc1ccc(NC(=S)S)cc1
14) CCOC(=O)c1c(Cl)c2c(n1Cc1cc(OC)cc(OC)c1)-c1oncc1CCC2
15) CO[C@]12C=C/C(=C(/C(=O)OCc3cccnc3)C(=O)CCCCCCCC[C@@]3(OC)C=C/C(=C(/C(=O)OCc4cccnc4)C(=O)CCCCCCCC1)O3)O2
16) COc1cc(OC)cc(-c2ccc(-c3ccc(C(=N)N)o3)o2)c1

assay / entry	9	10	11	12	13	14	15	16
CCRF-CEM	88.5	52.0	94.0	x	70.7	7.5*	1.4*	48.3
HOP-92	102.8	64.7	83.0	x	66.2	x	2.6*	69.2
EKVX	107.4	96.5	97.2	x	101.9	x	12.8	85.2
RPMI-8226	105.1	33.5	84.8	99.7	56.1	9.5*	-9.2*	20.6
A549/ATCC	100.7	95.7	102.7	x	102.3	28.1	10.7	47.1
HOP-62	130.6	91.6	94.2	99.0	94.6	39.7	30.9	81.4
M14	101.4	87.1	99.5	106.9	101.3	12.7	3.6*	25.1
MDA-MB-435	104.2	97.6	101.6	102.2	103.3	-53.0*	-11.8*	-27.5*

17) CCCC(=O)NC(c1ccc(N(CC)CC)cc1)c1cc(C)c2cccnc2c1O (stereo not drawn)
18) Nc1nc(N)c2cc(S(=O)(=O)c3cccc(C(F)(F)F)c3)ccc2n1
19) CC(=O)Nc1ncc2c(n1)-c1ccc(C(=O)OC(C)C)n1CC2
20) CC1=C(CCN2CCOCC2)C(=O)N2N=C(c3ccc(Cl)cc3)SC2N1 (stereo not drawn)
21) COc1ccc(C(Nc2ccc3nc4n(c(=O)c3c2)CCC4)C(=O)O)cc1 (stereo not drawn)
22) COc1ccc(NC(=O)CSc2nnc(-c3ccc4nc(-c5ccccc5)[nH]c4c3)o2)cc1
23) NC(=O)[C@H]1O[C@@H](n2cnc3c(=O)[nH]cnc32)[C@H](O)[C@@H]1O
24) COc1ccc(Oc2nc(Nc3ccc(N4CCCCC4)nc3)ncc2NC(=O)Nc2cc(OC)cc(OC)c2)cc1

assay / entry	17	18	19	20	21	22	23	24
CCRF-CEM	6.1*	45.8	101.6	105.9	101.6	91.6	104.0	103.8
HOP-92	46.4	55.7	93.5	106.9	102.9	99.4	115.0	100.1
EKVX	19.2	44.0	96.2	102.4	89.8	94.0	108.0	99.0
RPMI-8226	22.6	63.1	98.3	107.2	105.6	79.1	x	89.1
A549/ATCC	28.7	15.9	104.7	95.7	98.4	100.9	103.4	93.8
HOP-62	17.4	76.6	x	111.4	96.3	101.1	96.7	92.3
M14	-33.0*	44.5	107.0	105.2	103.5	x	111.3	96.6
MDA-MB-435	34.8	31.7	101.0	103.3	103.5	100.3	104.5	104.1

25) O=C(Oc1ccc(Br)cc1)c1ccc([N+](=O)[O-])cc1
26) FC(F)(F)c1ccc(Nc2nc(Nc3cnc4ccccc4c3)c3[nH]cnc3n2)cc1
27) COc1ccc2cc(C(C)C(=O)Nc3ccc(S(N)(=O)=O)cc3)ccc2c1 (stereo not drawn)
28) COc1ccc(Cn2c(=O)[nH]c(=O)n(Cc3ccc(C(=O)O)cc3)c2=O)cc1
29) Oc1ccc(Cl)cc1-c1cc(-c2ccccc2Cl)[nH]n1
30) C#CC(O)c1cn(Cc2ccccc2)c2ccccc12 (stereo not drawn)
31) CCOC(=O)c1cnc2sc(-c3ccc(OC)cc3)nc2c1Cl
32) CCCC(=O)OC1CCCCC1

assay / entry	25	26	27	28	29	30	31	32
CCRF-CEM	91.4	80.8	x	98.4	x	106.0	96.4	x
HOP-92	72.4	17.7	88.5	98.5	20.6	92.2	94.7	95.6
EKVX	105.4	47.8	102.4	x	x	97.2	90.4	x
RPMI-8226	108.9	79.0	92.5	106.4	42.3	105.7	93.1	95.8
A549/ATCC	113.6	72.7	87.4	110.9	53.1	87.6	105.7	96.0
HOP-62	97.9	58.3	103.0	103.9	63.3	91.6	111.7	101.1
M14	110.5	89.8	95.7	107.1	84.9	97.0	79.1	108.1
MDA-MB-435	106.0	92.9	101.1	114.4	48.1	98.9	87.7	111.8

33) O=C1NC(=O)c2ncccc21
34) O=C1NN/C(c2cc3ccccc3o2)=C\C(=O)C(=O)N1
35) Cc1c(-c2csc(N/N=C/c3ccc(F)cc3)n2)nnn1-c1ccc([N+](=O)[O-])cc1
36) O=C(Nc1ccc(Oc2ccc(NC(=O)Nc3ccccc3Cl)cc2)cc1)Nc1ccccc1Cl
37) CCCCC(=O)c1ccc(OC(=O)c2ccc([N+](=O)[O-])cc2)cc1
38) O=C(O)c1ccccc1Oc1cc(-c2ccco2)nc(OCCn2cnc3nc[nH]c3c2=O)n1
39) Cc1ccc(S(=O)(=O)N2CCCCC2)cc1
40) CC(=O)Oc1ccc(N(C(C)=O)c2nc(OC(C)=O)cs2)c(C)c1

assay / entry	33	34	35	36	37	38	39	40
CCRF-CEM	99.1	103.5	76.7	42.4	21.5	68.8	99.6	100.3
HOP-92	x	66.1	79.5	38.0	x	82.0	97.0	95.3
EKVX	x	92.1	104.2	76.5	108.9	99.3	102.9	98.8
RPMI-8226	99.3	70.8	83.9	x	x	102.8	101.7	101.4
A549/ATCC	98.8	99.9	101.2	-3.1*	101.6	99.7	94.7	98.8
HOP-62	108.8	97.0	94.6	81.0	100.0	106.5	100.6	99.6
M14	99.9	103.2	115.6	65.0	83.7	108.0	108.4	99.8
MDA-MB-435	100.1	100.0	107.0	48.8	112.2	95.5	111.3	100.7

41) CN1C(=O)C(=Cc2cn(CC(O)CN3CCC(N4CCCCC4)CC3)c3ccccc23)C(=O)N(C)C1=O (stereo not drawn)
42) N#Cc1ccc(C(F)(F)F)nc1N1CCC(C(=O)Nc2ccc3c(c2)OCO3)CC1
43) COc1ccc(C(=O)Nc2noc(-c3ccc(OC)cc3)c2-c2cc(OC)c(OC)c(OC)c2)cc1
44) Cc1ccc(C)c(-c2csc(Nc3ccc(C)c(C)c3)n2)c1
45) CCOC(=O)C(OC(=O)c1ccccc1)C(=O)OCC
46) CC(C)C(C)CC(=O)O (stereo not drawn)
47) CCN(CC)c1ccc(/C=C2\SC(=S)N(NC(=O)CSc3nnc(Cc4ccccc4Nc4c(Cl)cccc4Cl)n3-c3ccccc3)C2=O)cc1
48) CCCCC1(C(O)CC)Sc2ccccc2N1C (stereo not drawn)

assay / entry	41	42	43	44	45	46	47	48
CCRF-CEM	111.6	91.5	106.0	7.0*	89.0	x	99.5	105.1
HOP-92	95.5	x	93.4	27.1	88.7	85.8	100.7	104.5
EKVX	104.5	x	x	x	93.5	x	92.3	92.8
RPMI-8226	110.2	98.2	102.1	2.6*	97.6	101.0	93.2	106.9
A549/ATCC	x	94.2	90.1	43.6	86.8	99.4	103.3	86.9
HOP-62	101.8	102.2	98.0	62.3	86.1	103.3	106.5	84.6
M14	x	106.3	104.6	-81.3*	91.0	102.9	98.4	94.8
MDA-MB-435	101.3	93.0	99.5	-58.3*	98.8	103.2	104.4	104.5

49) CCN(C(=O)CCl)c1ccccc1
50) O=C(O)c1cc(C(=O)O)cc([N+](=O)[O-])c1
51) O[Si](O)(c1cccc2ccccc12)c1cccc2ccccc12
52) CCc1ccc(C2=NN(c3ccc(S(N)(=O)=O)cc3)C(c3ccc(Cl)cc3)C2)cc1 (stereo not drawn)
53) CCOC(=O)c1cnn(CC(O)c2ccc(F)cc2)c1NC(=O)Nc1ccccc1F (stereo not drawn)
54) O=C1N=c2cc3c(cc2=C/C1=C/c1sc(=S)n(CCc2ccc(O)cc2)c1O)OCCO3
55) Nc1nc(N)c(N=Nc2ccc(C(=O)O)c(O)c2)c(=O)[nH]1
56) O=C(Oc1ccccc1)c1cccc2cccc(C(=O)Oc3ccccc3)c12

assay / entry	49	50	51	52	53	54	55	56
CCRF-CEM	105.6	94.9	93.8	85.4	96.9	40.9	83.0	77.1
HOP-92	90.2	110.8	93.9	108.9	102.2	56.7	x	x
EKVX	102.3	105.7	x	x	101.5	61.3	92.9	85.1
RPMI-8226	111.9	107.8	93.1	89.2	82.9	33.4	107.1	79.6
A549/ATCC	106.1	105.5	90.3	77.9	103.5	99.1	89.3	77.9
HOP-62	108.6	x	99.3	112.4	100.9	97.0	108.6	99.0
M14	108.8	99.8	96.7	110.1	93.0	27.8	100.7	84.2
MDA-MB-435	114.1	99.0	109.4	96.2	102.4	61.1	96.5	99.6

Four entries out of the list, arranged by heavy-atom count, ascending.
19) CC(=O)Nc1ncc2c(n1)-c1ccc(C(=O)OC(C)C)n1CC2
26) FC(F)(F)c1ccc(Nc2nc(Nc3cnc4ccccc4c3)c3[nH]cnc3n2)cc1
54) O=C1N=c2cc3c(cc2=C/C1=C/c1sc(=S)n(CCc2ccc(O)cc2)c1O)OCCO3
11) O=S(=O)(/N=c1\c2ccccc2cnn1C1=NCCN1S(=O)(=O)c1ccccc1)c1ccccc1

assay / entry	19	26	54	11
CCRF-CEM	101.6	80.8	40.9	94.0
HOP-92	93.5	17.7	56.7	83.0
EKVX	96.2	47.8	61.3	97.2
RPMI-8226	98.3	79.0	33.4	84.8
A549/ATCC	104.7	72.7	99.1	102.7
HOP-62	x	58.3	97.0	94.2
M14	107.0	89.8	27.8	99.5
MDA-MB-435	101.0	92.9	61.1	101.6

(listing goes on)
57) CN1CCc2cc3c(c4c2[C@@]1(C)[C@@H](O)c1ccccc1-4)OCO3
58) CC(=O)O[C@H]1CC[C@]2(C)[C@H]3CC=C4[C@@H]5CC(C)(C)CC[C@]5(C(=O)N5CCN(CCC#N)CC5)CC[C@@]4(C)[C@]3(C)CC[C@H]2C1(C)C
59) CC(C)(C)n1cc(-c2ccnc(NCCCNS(=O)(=O)c3ccc(F)cc3)n2)c(-c2ccc(F)c(O)c2)n1
60) N#CC(C#N)=c1[nH]c(=O)/c(=C/c2ccccc2)s1
61) O=[N+]([O-])c1ccc(-c2noc(-c3cccs3)n2)cc1
62) Cc1cc(=O)oc2cc(OCCOc3ccc(/C=C/C(=O)N4CCOCC4)cc3)ccc12
63) CCOC(=O)C(C)CCc1ccncc1 (stereo not drawn)
64) CCOC(=O)CCCn1c2c(sc3ncccc32)c(=O)n2nnc(-c3ccccc3)c12

assay / entry	57	58	59	60	61	62	63	64
CCRF-CEM	x	27.5	87.8	90.5	93.6	94.7	89.7	86.5
HOP-92	76.3	56.7	x	x	91.8	107.9	106.6	65.2
EKVX	99.5	65.8	87.7	112.0	66.1	97.4	99.5	103.7
RPMI-8226	95.1	13.3	77.9	100.1	96.5	90.0	92.2	99.0
A549/ATCC	87.8	25.6	76.1	104.8	81.3	96.9	95.0	100.7
HOP-62	121.7	41.2	124.4	112.4	87.6	107.6	107.5	72.5
M14	84.8	35.7	93.2	103.7	91.7	99.4	102.0	112.0
MDA-MB-435	101.6	31.5	100.7	104.9	94.2	96.0	106.2	105.3

65) COc1ccc2c(c1)c(CC(=O)[Se]CC(=O)O)c(C)n2C(=O)c1ccc(Cl)cc1
66) O=Nc1ccc(O)c(/C=N/O)c1
67) Cc1cc(C)c(C(=O)O)c(C)c1Br
68) CCOC(=O)C1[C@@H]2C(=O)N(c3ccc(C)cc3)C(=O)[C@@H]2[C@H](c2cn(-c3ccccc3)nc2C)N1Cc1ccccc1 (stereo partly drawn)
69) CCC(C)/C=C/c1cc(O)cc(=O)o1 (stereo not drawn)
70) NC(N)=NCCCC(N)C(=O)NC(CCC(=O)O)C(=O)O (stereo not drawn)

assay / entry	65	66	67	68	69	70
CCRF-CEM	94.6	109.4	100.2	100.8	93.0	103.1
HOP-92	93.7	89.0	90.0	102.1	x	97.8
EKVX	102.9	106.3	x	x	x	x
RPMI-8226	98.4	108.9	103.2	104.4	92.9	101.7
A549/ATCC	21.6	99.2	99.4	85.3	90.2	94.9
HOP-62	29.3	x	x	125.0	109.8	91.2
M14	x	110.2	105.7	100.8	107.7	102.0
MDA-MB-435	51.2	108.7	110.3	109.3	95.0	85.8

Assay outcomes deposited in PubChem BioAssay by NCI.
